Source: PubChem BioAssay
Autophagy HCS: modulators of autophagy. MEF GFP-LC3 puncta imaging; test concentration mostly 10 µM. AID 463193. calls only at 10 µM (by protocol). 0.98% of 190,000 active;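 active means percentage of spot-positive cells more than 3 SD above its plate mean, without a fluorescence outlier flag or 80% toxicity; inconclusive means no clear call, values can overlap the other calls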;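 further: spot-positive cell cutoff set from DMSO-treated cells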
PMI inhibition: human PMI inhibitors, high substrate, primary screen, biochemical, fluorescence intensity, high mannose 6-phosphate (AID 1220); 0.66% of 190,000 active; recombinant PMI enzyme, coupled fluorescence intensity; higher % means a stronger effect; inhibition, % at 20 µM; hits with a dose series show IC50 in µM
Yfh1-off respiration: enhancers of respiration in Yfh1-depleted yeast, dose response, Friedreich's ataxia, plus single-dose screen (AID 1465) | S. cerevisiae Yfh1-off respiration, WST-1 reduction, 72 h; higher fold induction means a stronger effect | fold induction at 50 µM, or EC50 in µM where a hit was titrated | 0.074% of 220,000 active;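 active means fold induction of absorbance versus untreated yeast above a set limit, then at least 30% activation at any dose in follow-up; inconclusive means repeats straddling the limit, or above it without dose testing; inactive means fold induction below the set limit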;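 further: activators that raise dye reduction in frataxin-depleted yeast; strong numbers were not always called active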
bCat nuc transl: modulators of beta-catenin nuclear translocation | HeLa beta-catenin nuclear translocation, immunofluorescence imaging | nuclear translocation activity, % at 5 µM | 0.3% of 190,000 active | AID 1665;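 active means nuclear translocation activity above 50% at 5 µM, with a well cell count of 50 or more; inconclusive means wells under 50 cells across six images, flagged as toxic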;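 further: per-cell ratio of nuclear to cytoplasmic median beta-catenin stain intensity; plate controls were DMSO negative control for no effect and GSK-3 inhibitor IX positive control for full effect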
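Test system: human HeLa cells, endogenous beta-catenin. Times: 24 h compound exposure, 37°C. Measured by: beta-catenin immunofluorescence imaging with DAPI.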
Dynein transport: blocks dynein driven cargo transport along microtubules; 3617.4 mouse cells, GR-EGFP nuclear translocation imaging; test concentration mostly 20 µM; stimulated with dexamethasone, 1 µM; stronger effect = lower value; z-score, hits read low; AID 1381; 0.47% of 220,000 active;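 active means plate z-score of nuclear minus cytoplasmic receptor signal below a set negative limit, without overly bright fluorescence or cell loss, cut at about -3.5 in these data, passing the limit was not always enough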;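 further: z-score of nuclear minus cytoplasmic ring GR-EGFP intensity difference per well; some compounds called inactive have numbers as strong as hits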
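Also added – dexamethasone, 1.0 µM final · Buffer or medium – tet-free, stripped-serum medium · Schedule – induction 48 h, compound 1 h, agonist 30 min · Detection – formaldehyde fixation, Hoechst nuclear stain, 10x automated fluorescence imaging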
Insulin prom up: MIN6 insulin promoter up-regulation; 0.3% of 190,000 active; AID 1625; z-score at 5 µM; MIN6 insulin promoter-GFP reporter, high-content imaging; stronger effect = higher value;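 active means z-score above 3 at 5 µM with at least 500 cells counted in the well; inconclusive means wells under 500 cells, flagged as cytotoxic or low count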
WT yeast gro inh: growth inhibition of WT yeast, mitochondrial fusion screen. mitochondrial fusion phenotypic screen, WT strain. inhibition, % at 10 µM. 2.1% of 190,000 active; in the data active means inhibition above about 58%; tested in S. cerevisiae
PMI inhibitors: MPI enzyme activity inhibition – biochemical, fluorescence intensity, coupled assay, primary screen (AID 1209) | purified PMI enzyme, coupled fluorescence intensity; higher % means a stronger effect | one-dose inhibition, % at 20 µM; IC50 in µM for titrated hits | 0.42% of 190,000 active;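 further: plate controls were DMSO vehicle for no effect and wells lacking substrate for full effect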
MT stabilizer: stabilizes microtubules in HeLa cells | HeLa tubulin immunostaining HCS, 24 h; share of cells brighter than vehicle mean+2SD | % tubulin-high responders, % at 10 µM | 0.83% of 200,000 active | AID 2205;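 active means plate Z-score above 3 for both tubulin-high and condensed-nucleus cell shares, with cell loss under 80%, at 10 µM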;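 further: anti alpha tubulin signal scored within the nucleus-defined area of each cell; some results filed as inactive read as strong as hits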
WT yeast gro inh mutant strain: also measured in WT yeast gro inh; calls as there; inhibition, %; mitochondrial fusion phenotypic screen, mutant strain inhibition
Dynein transport cytoplasmic EGFP: further read-out of Dynein transport, marked with its call; z-score; measured here: cytoplasmic GR-EGFP intensity; stronger effect = higher value
Dynein transport nuclear GR-EGFP: second read-out of Dynein transport, no call of its own (marks repeat the call); z-score; measured here: nuclear GR-EGFP intensity;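 lower value marks the stronger effect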
Dynein transport cell count: second read-out of Dynein transport, no call of its own (marks repeat the call); z-score; measured here: cell count per field
Insulin prom up cell count: further read-out of Insulin prom up, marked with its call; cell count; measured here: cytotoxicity, nuclei count;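 total cells summed across four imaged fields per well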
bCat nuc transl cell count 5 µM: second read-out of bCat nuc transl, no call of its own (marks repeat the call); cell count; measured here: cell count, cytotoxicity flag
MT stabilizer Hoechst-high %: further read-out of MT stabilizer, marked with its call; % Hoechst-high responders; measured here: nuclear condensation Hoechst responders;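 share of cells brighter than vehicle mean plus two SD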
MT stabilizer cytotoxicity %: further read-out of MT stabilizer, marked with its call; toxicity, %; measured here: cytotoxicity by cell density;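 0% = mean cell density of plate MIN control wells and 100% = no cells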
Autophagy HCS cell loss 18 h: also measured in Autophagy HCS; calls as there; toxicity, %; measured here: cell loss, nuclei count;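 cell loss after 18 h compound exposure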
An asterisk follows results filed as active; i = inactive; ? = inconclusive; / = no result given. Unless noted, no stated cut-off is given here; in the data, active means inhibition above about 50%; inactive means the rest.

SMILES	Autophagy HCS	Autophagy HCS cell loss 18 h	PMI inhibition	Yfh1-off respiration	bCat nuc transl	bCat nuc transl cell count 5 µM	Dynein transport	Dynein transport cytoplasmic EGFP	Dynein transport nuclear GR-EGFP	Dynein transport cell count	Insulin prom up	Insulin prom up cell count	WT yeast gro inh	WT yeast gro inh mutant strain	PMI inhibitors	MT stabilizer	MT stabilizer Hoechst-high %	MT stabilizer cytotoxicity %
COc1cccc(NC(=O)/C=C/c2ccc([N+](=O)[O-])cc2)c1	/	/	/	i	2.9	1293	-3.02	-0.321	-1.46	1.5	-1.27	836	/	/	/	/	/	/
Cc1ccc(C(=O)N/C(=C/c2ccc(-c3cccc([N+](=O)[O-])c3)o2)C(=O)NC(C)(C)C)cc1	i	-11.7	10.6%	i	/	/	1.2	-0.0448	0.112	-0.238	-0.5	1122	26.8	-2.3	16.8%	1.7	2.0	0.3
CNC(=O)c1sc(-c2ccccc2)nc1C	i	-1.3	-3.9%	i	2.5	969	-0.932	-0.192	-0.345	0.264	0.78	933	-6.2	3.1	-1.5%	1.4	0.8	6.3
S=C1SCN(Cc2cccnc2)CN1Cc1ccccc1	i	6.1	-7.1%	i	0.1	1038	-1.2	-0.261	-0.814	1.64	0.81	855	-11.8	-39.0	-6.7%	5.4	4.1	3.8
S=c1[nH]c2cc(-c3ccccc3)ccc2o1	/	/	/	i	-1.2	1335	-0.254	-0.289	0.383	-0.203	0.92	1060	/	/	/	/	/	/
CC(=O)OC1=Cc2c(ccc3ccc(=O)oc23)OC1(C)C	i	1.0	1.0%	i	1.4	1203	-0.641	-0.291	-0.316	0.375	-0.33	1023	-0.9	-0.1	4.3%	0.8	1.6	19.9
CCN(CC)P1(=O)OC(c2cc(OC)c(OC)c(OC)c2)=Nc2c1c(C)nn2-c1ccccc1 (stereo unspecified)	i	4.1	7.6%	i	-3.9	872	0.703	0.25	1.24	-1.01	0.91	1127	4.8	3.0	1.3%	2.3	3.7	13.3
Clc1ccc2[nH]c(-c3ccccc3)cc2c1	i	4.0	19.5%	i	1.3	1463	-0.806	-0.161	-0.504	0.815	-0.41	1268	43.6	43.9	19.1%	4.3	1.0	8.5
COc1ccc(-n2nnnc2SCC(=O)c2ccc(OC)c(OC)c2)cc1	i	6.8	13.4%	i	1.9	1126	-0.936	-0.456	-0.435	1.26	/	/	-8.8	-4.4	10.4%	2.1	2.0	10.4
Cc1ccc(-c2nc(NC(=O)CSc3cc(C)c4ccccc4n3)ns2)cc1	i	26.9	-6.8%	i	0.8	521	0.459	-0.262	1.29	0.044	1.75	1100	-17.5	-20.1	2.7%	4.6	4.0	6.1
Cc1ccc(C(C)n2cc(C(=O)NCc3ccccn3)nn2)cc1 (stereo unspecified)	i	-9.3	-6.6%	i	3.5	929	-0.61	-0.22	-0.626	0.593	-0.01	1099	7.9	13.6	-1.5%	2.7	1.9	1.1
COc1ccc2c(c1)O/C(=C\c1sccc1C)C2=O	i	1.6	8.1%	i	-2.7	1133	-0.0712	0.0047	0.323	-0.802	-0.25	1473	-5.5	3.5	6.0%	4.4	3.5	6.2
COC(=O)c1ccc2nc(-c3cccc(N)c3)cn2c1	i	-11.5	-3.0%	i	-1.4	1012	0.0989	-0.261	0.309	-0.11	1.6	1459	19.4	13.0	11.9%	2.6	2.3	1.6
CC(=O)OC(C(=O)NC1CCCCC1)c1ccc(C)cc1 (stereo unspecified)	i	8.7	0.1%	i	-1.0	1121	-0.547	-0.143	-0.403	0.368	0.89	1360	-2.8	2.1	-0.6%	1.6	1.7	2.0
CCCCCC(=O)NNC(=S)NC(C)=O	i	10.2	26.1%	34.6µM*	-2.7	1040	-0.0641	-0.335	0.269	0.282	0.04	1506	5.4	-5.3	37.1%	1.1	1.1	6.2
CSc1nc(NC(C)(C)C)nc(Oc2ccc(=O)[nH]n2)n1	i	-5.2	15.3%	i	-0.6	1099	0.594	0.372	0.37	0.352	2.37	1294	-1.6	-0.7	15.8%	3.9	2.3	2.6
CCOC(=O)CC1=NN(c2ccccc2)C(=O)/C1=C\c1ccc(N(C)C)cc1	i	3.3	22.4%	i	3.0	1017	2.21	-0.133	0.784	-1.15	0.02	1326	35.1	21.4	24.2%	1.0	3.3	8.9
CCNC(=S)N/N=C/c1ccc(OCC(=O)Nc2ccc(OC)cc2)c(OC)c1	i	-7.1	-3.0%	i	2.8	517	-0.273	0.645	-0.251	0.15	0.09	1255	8.0	21.4	1.7%	3.7	2.9	2.6
CC(C)OP(=O)(CCP(=O)(OC(C)C)OC(C)C)OC(C)C	/	/	/	i	-0.4	1244	-0.568	-0.161	-0.301	0.856	0.28	1324	/	/	/	/	/	/
Cc1cc(C)c2c(n1)sc1c(=O)n(Cc3ccccc3Cl)nnc12	i	-7.6	0.3%	/	/	/	1.21	-0.0885	0.635	0.308	-0.71	897	24.6	15.1	-1.5%	1.4	1.1	8.9
Cc1csc(NC(=O)c2ccc(OCC3CCCO3)cc2)n1 (stereo unspecified)	i	16.8	1.2%	i	0.2	1030	-0.209	-0.176	0.707	-1.18	0.2	1349	21.2	12.6	-0.1%	1.5	1.7	1.8
Cc1ccc2cc(CN(C(=O)c3ccco3)c3ccccc3C)c(=O)[nH]c2c1	i	2.0	-0.3%	i	-4.0	940	0.803	0.353	1.33	-0.342	0.28	1050	96.5*	10.6*	-6.6%	2.7	3.1	9.9
O=C(Cc1cccs1)N1CCN(c2nc(-c3ccc(Cl)cc3)cs2)CC1	i	2.0	18.5%	i	1.7	1167	-0.237	-0.266	0.331	-0.162	-1.52	1269	59.3*	48.9*	18.9%	4.6	3.6	7.2
COC(=O)c1ccccc1OS(=O)(=O)N(C)C	i	11.5	-4.5%	i	0.1	1516	-0.2	0.0342	0.155	0.19	0.27	1440	-1.7	9.4	-8.6%	2.7	1.2	4.5
OCCC1CN(Cc2ccccc2-c2ccco2)CCN1C1CCCC1 (stereo unspecified)	i	14.1	15.4%	i	0.7	864	-0.404	-0.268	0.0434	0.212	-0.47	1405	11.6	5.1	24.4%	3.4	2.4	5.4
Continued.
SMILES	Autophagy HCS	Autophagy HCS cell loss 18 h	PMI inhibition	Yfh1-off respiration	bCat nuc transl	bCat nuc transl cell count 5 µM	Dynein transport	Dynein transport cytoplasmic EGFP	Dynein transport nuclear GR-EGFP	Dynein transport cell count	Insulin prom up	Insulin prom up cell count	WT yeast gro inh	WT yeast gro inh mutant strain	PMI inhibitors	MT stabilizer	MT stabilizer Hoechst-high %	MT stabilizer cytotoxicity %
Cc1cc(C)cc(NC(=O)c2cc(Cl)sc2Cl)c1	i	1.4	9.8%	i	0.8	1074	-0.0696	-0.168	-0.087	-0.488	0.93	1501	-10.5	-18.2	6.8%	3.8	3.0	2.4
COc1cccc(CNC(=O)CCC2CCCN(C(=O)c3cccc(Cl)c3)C2)c1 (stereo unspecified)	i	24.9	-6.3%	i	-0.4	958	2.68	-0.241	1.08	-1.12	0.63	1564	1.8	-4.2	-3.1%	2.9	1.1	2.5
O=C(Cn1nnc(-c2ccccc2-n2cnnn2)n1)N1CCCCC1	i	0.6	5.5%	i	-0.6	1132	2.59	-0.195	0.865	-1.34	-0.07	1342	-3.6	4.8	-0.6%	3.5	1.7	6.1
Cc1nc(CCN2C(=O)c3ccccc3C2=O)cs1	i	-1.9	-4.0%	i	-0.9	1294	-0.751	-0.0821	-0.221	0.341	-0.01	1477	-12.0	5.6	-2.2%	1.0	1.7	5.3
Cc1cc(C)c2c3c(sc2n1)C(=O)N(c1ccccc1C)CC(=O)N3	/	/	/	i	1.7	1230	0.491	-0.263	0.00296	-0.0146	-0.49	1062	/	/	/	/	/	/
N#Cc1ccccc1NC(=O)CSc1nnc(-c2ccncc2)o1	i	-1.4	-1.3%	i	-3.3	926	-0.0535	0.476	0.0429	-0.415	0.4	1617	-5.6	2.0	-8.6%	2.0	1.7	4.0
CCN(CC)CCOc1ccc2c(c1)C(=NNC(=O)c1ccccn1)c1cc(OCCN(CC)CC)ccc1-2	?	/	40.7%	i	-1.5	1041	-0.551	-0.168	-0.286	0.197	-0.06	1099	-8.8	4.1	38.2%	13.4	0.3	24.5
O=C(O)c1cn(-c2ccc(F)c(F)c2)c2c(F)c(F)c(F)c(F)c2c1=O	i	-6.4	4.0%	i	-2.6	1277	-6.36*	0.322*	-2.11*	1.5*	-0.1	1473	-35.3	-5.4	3.3%	4.7	1.6	4.0
O=C1C(=Cc2cccn2-c2ccccc2)C(=O)c2ccccc21	i	-15.0	2.4%	i	-1.2	497	-0.341	-0.136	0.36	0.411	0.8	1231	7.7	7.1	20.1%	3.2	0.9	6.3
COC(=O)c1ccc(Cl)c(NC(=O)c2cccc([N+](=O)[O-])c2C)c1	i	37.9	9.4%	i	4.9	1034	-0.151	-0.23	-0.069	0.0925	-1.3	1619	-6.7	-0.5	9.9%	2.3	1.9	5.0
N#C/C(C(=O)N1CCOCC1)=c1/s/c(=C\c2ccccn2)c(=O)n1-c1ccccc1	i	12.1	-5.1%	i	1.5	1028	0.758	-0.343	0.833	1.24	-0.47	1551	-4.8	14.1	-4.6%	4.2	2.3	9.7
Cc1ccc(NC(=O)c2ccc3ccccc3n2)cc1S(=O)(=O)N1CCOCC1	i	14.9	18.5%	i	0.0	1088	1.1	-0.112	0.657	-0.35	-0.3	1264	2.7	-11.4	10.2%	2.4	2.4	1.2
Cc1cc(=O)oc2c(N)c(O)ccc12	i	9.2	32.0%	i	-0.9	1026	-1.11	-0.289	-0.555	0.931	0.57	1836	-11.0	-1.9	30.8%	6.8	2.4	7.3
CCOC(=O)C1CCN(c2ncnc3c2oc2ccc(Br)cc23)CC1	i	37.9	3.7%	/	/	/	-0.156	-0.194	-0.122	0.423	0.01	1323	40.1	57.5	10.1%	1.1	2.0	12.9
CN1CCN(C(=O)c2ccc(C3SCC(=O)N3Cc3ccco3)cc2)CC1 (stereo unspecified)	i	-2.0	1.8%	i	-1.9	829	-0.338	-0.181	-0.161	0.623	-0.09	1069	0.8	-5.4	2.4%	1.7	1.1	4.9
